# Source: PubChem
# KB-3-1 cytotox – qHTS assay for MDR1-selective chemotherapeutics: Primary screen using the parental adenocarcinoma cell KB-3-1 | Potency, µM (doses to about 46.1 µM), for the others: at the top dose activity change, negative = cytotoxic, hits mostly cytotoxic | 400,000 compounds, 1.4% hits | KB-3-1 viability, CellTiter-Glo ATP luminescence, 72 h; note: potency is the fitted concentration of half-maximal effect; % is set by controls: 0 for no effect and ±100 for the full control effect; nearly all actives have a fitted effect of over 60% in size
#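 Screening of KB-3-1 cells (DMEM, 10% FBS, phenol-red free) ran from lowest to highest compound concentration; after 72 h at 37 °C viability was read luminescently and curves fitted.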
# IL1B secr inh – qHTS for Inhibitors of Inflammasome Signaling: IL-1-beta AlphaLISA Primary Screen | activity change, % at 57.5 µM | THP-1 LPS/ATP IL-1B secretion, AlphaLISA, 16 h; hits give low values | AID 743279, 2014 | 360,000 compounds, 4.7% hits; in the data active = activity change below about -50%; inconclusive = mostly about -30% to -49%; note: % is set by controls: 0 for no effect and ±100 for the full control effect
#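 Secreted IL-1B measured by AlphaLISA bead assay after 16 h compound exposure of THP-1 cells; compounds (final up to 57.5 uM) added 1 h before LPS (250 ng/mL) and ATP (1.25 mM) stimulation; lower signal means less secretion.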
# HepG2 tox – qHTS for Inhibitors of TGF-b: Cytotox Counterscreen; Potency, µM (series often up to 46.1 µM), inactives show at the top dose activity change, negative = cytotoxicity, usual class: cytotoxic; 410,000 compounds, 0.76% hits; HepG2 CAGA-GFP viability, ATP luminescence, 18 h; note: potency is the fitted concentration of half-maximal effect; some results filed as inactive show a strong effect at the top dose
#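 HepG2 CAGA-GFP cells (1000/well, DMEM with 1% FBS) received compound, then TGF-beta at 500 pg/mL final, and were incubated 18 hours at 37 degrees C. Viability was read by CellTiter-Glo luminescence. Media-only wells were set as complete cell-killing and DMSO as no toxicity.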
# MCF10A rerep – A quantitative high throughput screen for small molecules that induce DNA re-replication in MCF 10a normal breast cells | AID 624296, 2012 | MCF 10A DNA re-replication, Hoechst nuclear intensity, 48 h | Potency, µM (series often up to 46.1 µM), without a hit: at the top dose activity, positive = re-replication, usual class: activators | 350,000 compounds, 2.9% hits; note: potency is the fitted concentration of half-maximal effect; % of control where 0% means no effect; nearly all actives have a fitted effect of over 50% in size
# HT1080 IDH1KD tx – qHTS for induction of synthetic lethality in tumor cells producing 2HG: qHTS for the HT-1080-IDH1KD cell line; HT-1080 IDH1 knockdown viability, ATP luminescence, 48 h; Potency, µM (series often up to 46.1 µM), without a hit: top-dose activity, negative = toxicity, actives largely listed as cytotoxic; 360,000 compounds, 2% hits;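 note: potency is the fitted concentration of half-maximal effect; 0% = DMSO wells and -100% = cell-free medium wells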
#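 CellTiter-Glo luminescence after 48 h compound exposure at 37 degrees C of IDH1-knockdown HT-1080 cells in 5% FBS RPMI. %Activity scaled between DMSO wells and cell-free media wells, with curves fitted and assigned curve classes.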
# HT1080NT lethal – qHTS for induction of synthetic lethality in tumor cells producing 2HG: qHTS for the HT-1080-NT fibrosarcoma cell line; HT-1080-NT fibrosarcoma viability, CellTiter-Glo ATP luminescence, 48 h; Potency, µM (top dose mostly 46.1 µM), for the others: at the top dose activity, negative = less viability, hits mostly cytotoxic; 360,000 compounds, 1.6% hits; AID 686970, 2013;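 note: NT is the 2HG producing partner of a matched IDH1 knockdown line; potency is the fitted concentration of half-maximal effect; 0% = DMSO-treated cells and -100% = media-only wells without cells; nearly all actives have a fitted effect of over 55% in size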
#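 750 cells/well, RPMI + 5% FBS; 2 h settle, compound pin-transfer, 48 h at 37 degrees C. CellTiter-Glo 10 min RT, luminescence. Normalized to DMSO and media-only wells.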
# ATXN2 expr inh – Primary qHTS for Inhibitors of ATXN expression | 360,000 compounds, 0.72% hits | HEK-293 ATXN2-luciferase reporter, luminescence, 24 h | AID 1745845, 2022 | Potency, µM (top dose mostly 57 µM), inactives show top-dose activity change, negative = inhibition, most hits filed as inhibitors; note: potency is the fitted concentration of half-maximal effect; % is set by controls: 0 for no effect and ±100 for the full control effect; nearly all actives have a fitted effect of over 55% in size
#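 qHTS (up to 57 uM final) was run with 24 h compound exposure of reporter cells at 37 °C. Each well was multiplexed: SteadyGlo luminescence measured ATXN2-luciferase expression after a fluorogenic Gly-Phe-AFC viability readout (25 uM final).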
# SW480 rereplic – A quantitative high throughput screen for small molecules that induce DNA re-replication in SW480 colon adenocarcinoma cells; Potency, µM (highest dose often 46.1 µM), for the others: at the highest dose re-replication activation, most hits filed as activators; SW480 DNA re-replication, Hoechst DNA content imaging, 48 h; 340,000 compounds, 1.8% hits; note: potency is the fitted concentration of half-maximal effect; % of control where 0% means no effect; nearly all actives have a fitted effect of over 55% in size
#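 Per well, 250 cells were exposed to pinned compound for 48 hr. Nuclear DNA was visualised with Hoechst (40 min, 37 C) and total object intensity recorded by fluorescence scanning.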
# ATXN viability – Viability Counterscreen for Primary qHTS for Inhibitors of ATXN expression; S2 cells (HEK-293 line with an ATXN2-luciferase reporter) viability, CellTiter-Fluor protease fluorescence, 24 h; Potency, µM (doses to about 56.7 µM), actives largely listed as cytotoxic; 400,000 compounds, 0.49% hits; note: potency is the fitted concentration of half-maximal effect; nearly all actives have a fitted effect of over 40% in size
# Starred values were filed as active, the others as inactive; i = inactive; ? = inconclusive; . = not tested or not shown; [ ] = dose if it differs, or a comment. Unless noted, calls come from the whole dose curve; as a rule, active = well fitted curve in the direction sought with a large enough effect; inconclusive = small, poorly fitted or top-dose-only effect, or another doubt; inactive = no such curve, though single readings can be large; an effect the other way counts as inactive or inconclusive.
SMILES,KB-3-1 cytotox,IL1B secr inh,HepG2 tox,MCF10A rerep,HT1080 IDH1KD tx,HT1080NT lethal,ATXN2 expr inh,SW480 rereplic,ATXN viability
COc1ccc(-c2nonc2NC(=O)c2oc3ccccc3c2C)cc1OC,?,0,-13%,13%,-9%,-7%,-19%,6%,i
CC1CN(C(=O)c2cc(F)c(F)cc2Cl)CC(C)O1 (stereo not given),4%,0,-4%,-3%,-1%,0%[9.24 µM],-1%,-3%,i
O=C(NCC1CCCO1)C(c1ccco1)N(Cc1ccc(F)cc1)C(=O)CN1C(=O)c2ccccc2S1(=O)=O (stereo not given),14%,8,-17%,1%,11%,5%,-12%,-14%,i
O=C(NNC(=O)c1cccc(S(=O)(=O)N2CCN(c3ccccc3)CC2)c1)c1ccc(Cl)cc1,14%,-16,-8%,?,14%,1%,-9%,-4%,?
COc1ccccc1/C=N/Nc1nc(C)c(C(C)=O)s1,4%,7,-23%,6%,19%,?,35%[activator],-6%,i
CNC(=O)C(Sc1ccccc1)c1ccccc1 (stereo not given),8%,-4,-9%,1%,6%,8%,3%,1%,?
CCOC(=O)c1cnn(-c2ccccc2)c1-n1cccc1C(=O)C(=O)N(C)C,7%,35,4%,6%,7%,1%,4%[11.3 µM],29%,i
COc1ccc(CC(=O)N2CCN=C2SC)cc1,23%,-9,4%,-16%,12%,10%,7%,4%,i
COc1ccc(C2=Nc3ccccc3N(C(=O)c3ccc4ncccc4c3)C2C(=O)NC(C)(C)C)cc1 (stereo not given),-3%,1,.,.,?,-12%,.,.,.
Cc1c(C)n(Cc2ccc(Cl)cc2)c2ccc(C(=O)NCCCN3CCOCC3)cc12,?,?,-27%,23µM*,?,?,?,21µM*,?
CCn1c2c(c(=O)n3ncc(C(=O)Nc4cc(Cl)ccc4C)c13)CN(Cc1ccc(OC)cc1)CC2,-12%,.,-36%,.,.,.,21%,.,i
CC(C)n1c(SCC(=O)Nc2nncs2)nnc1C1CC1,-2%,-3,-10%,0%,15%,?,2%,-2%,i
COc1cccc(-c2ccc(NC(=O)C3CCCN(Cc4cnn(C(C)C)c4)C3)cc2)c1 (stereo not given),?,-79*,-62%,18µM*,?,18µM*,?,?,i
CCOC(=O)N1C2C=C(C)[C@@H]2[C@@H]2CC(=O)N21 (stereo not given in full),5%,3,-14%,-3%,0%,2%,7%,-3%,i
CNc1nnc(-c2ccco2)s1,-15%,2,1%,0%,9%,1%,.,9%,i
CCOC(=O)c1c(C)[nH]c(C(=O)Cn2nnc(-c3ccccc3)n2)c1C,6%,7,-22%,?,-17%,?,?,18%,i
CCOc1ccc(Br)cc1C1=NN(C(C)=O)C(c2ccc([N+](=O)[O-])s2)O1 (stereo not given),?,-26,-99%,?,?,23µM*,-6%,8.2µM*,i
COCCN(C(=O)COC(=O)/C=C/c1ccc(SC)cc1)c1c(N)n(Cc2ccccc2)c(=O)[nH]c1=O,-2%,35,-4%,-4%,8%,7%,3%,1%,i
CC(Oc1ccc(Br)cc1)C(=O)Nc1ccc(N2CCOCC2)cc1N1CCOCC1 (stereo not given),0%,-13,1%,22%,15%,-1%,7%,-3%,i
O=C(Cc1ccccc1)NCCn1ccc2ccccc21,3%,-6,0%,1%,-2%,-18%,2%,-3%,i

# The final 4 records of the section before are carried over, then new ones follow.
SMILES,KB-3-1 cytotox,IL1B secr inh,HepG2 tox,MCF10A rerep,HT1080 IDH1KD tx,HT1080NT lethal,ATXN2 expr inh,SW480 rereplic,ATXN viability
CCOc1ccc(Br)cc1C1=NN(C(C)=O)C(c2ccc([N+](=O)[O-])s2)O1 (stereo not given),?,-26,-99%,?,?,23µM*,-6%,8.2µM*,i
COCCN(C(=O)COC(=O)/C=C/c1ccc(SC)cc1)c1c(N)n(Cc2ccccc2)c(=O)[nH]c1=O,-2%,35,-4%,-4%,8%,7%,3%,1%,i
CC(Oc1ccc(Br)cc1)C(=O)Nc1ccc(N2CCOCC2)cc1N1CCOCC1 (stereo not given),0%,-13,1%,22%,15%,-1%,7%,-3%,i
O=C(Cc1ccccc1)NCCn1ccc2ccccc21,3%,-6,0%,1%,-2%,-18%,2%,-3%,i
COc1ccc(C)cc1N(CC(=O)N/N=C/c1ccc2c(c1)OCO2)S(C)(=O)=O,16%,1,5%,?,4%,5%,-22%,-5%,i
Cc1cc(O)c(C(C)C)cc1NC(=O)c1ccccc1Cl,0%,1,1%,2%,-2%,-3%,3%,-5%,i
COc1ccccc1CNC(=O)CC1C(=O)NCCN1C1Cc2ccccc2C1 (stereo not given),10%,1,-11%,8%,3%,-1%,5%,-20%,i
CN(CCC#N)C(=O)COC(=O)c1ccc2c(c1)C(=O)N(C1CCCCC1)C2=O,3%,0,4%,1%,5%,22%,-6%,-7%,i
Cc1cc(-c2ccccc2)c2c3c(cn2n1)c(=O)n(C)c(=O)n3C,?,-14,-20%,15%,4%,-2%,-8%,-2%,i
O=[N+]([O-])c1cccc(/C=N/NC2=NS(=O)(=O)c3ccccc32)c1,-1%,16,-12%,2%,-6%,-18%,-8%,-78%[inhibitor],i
CCOC1=C2CN(S(=O)(=O)c3ccc(C)cc3)[C@H](c3ccc(CC)cc3)C[C@@H]2N(S(=O)(=O)c2ccc(C)cc2)[C@H](c2ccccc2)C1,-6%,20,-23%,.,4%,5%,-7%,.,?
C[n+]1cccc(C(=O)N/N=C/c2ccc3c(c2)OCO3)c1,?,1,8%,7%,-8%,-1%,-10%,-26%,i
COc1c(C(=O)Nc2ccc(Cc3ccncc3)cc2)ccc2ccccc12,13µM*,-14,-12%,23µM*,-21%,-10%,-9%,?,i
O=C(N/C=C\c1ccccc1)NCc1ccc(Cl)cc1,-17%,-15,-107%,-19%,-11%,-14%,1%,-7%,i
COc1cc(C(=O)Nc2nnc(CC(=O)NCc3ccccc3)s2)cc(OC)c1OC,2%,6,1%,10%,-10%,3%,2%,26%,i
COc1ccccc1NS(=O)(=O)c1ccc(-c2cnc(C3CC3)o2)cc1,1µM*,26,-24%,?,0.73µM*,?,.,0%,i
O=C(NC(=S)Nc1ccccc1N1CCCC1)c1cccc(F)c1,0%,41,-12%,6%,-1%,-8%,.,4%,i
O=C(NCC(c1ccco1)N1CCCC1)c1cn(Cc2ccccc2)nc1-c1ccccc1 (stereo not given),.,1,0%,7%,15%,6%,0%,1%,i
O=C(c1ccc2c(c1)N(Cc1ccccc1F)C(=O)c1ccccc1S2(=O)=O)N1CCc2ccccc21,-5%,.,-23%,.,.,.,11%,.,i
Cn1c(SCCOc2ccc(F)cc2)nnc1-c1ccncc1,?,-25,-39%,-2%,-2%,0%,-11%,-6%,i
COc1ccc(NS(=O)(=O)c2ccc(-n3cccn3)cc2)cc1OC,?,.,-22%,.,.,.,-20%,.,i
CCN1C(=O)N[C@H](c2ccccc2)C(C(C)=O)=C1C,5%,27,-8%,7%,0%,0%,5%,-18%,i
Cc1ccc2[nH]c(CNC(=O)c3ccccc3F)cc2c1,0%,-13,-15%,?,?,-23%,59%[activator],0%,i
CCCN(CC(=O)Nc1ccccc1OC)C(=O)c1cc(-c2ccccc2)nn1-c1ccccc1,-20%,-1,-28%,?,-3%,0%,-26%,-11%,?
O=C(Nc1nnc([C@@H]2C[C@H](O)[C@@H](CO)O2)s1)Nc1cccc(Cl)c1Cl,0%,22,3%,.,0%,-12%,37%[activator],.,i
CC(C)C(=O)Nc1cc(S(=O)(=O)N2CCOCC2)ccc1N1CCCCC1,3%,10,-7%,-11%,3%,0%,0%,-13%,i
CCCCNC(=O)CSC1=Nc2ccccc2C2=NC(CCC(=O)NCc3ccccc3OC)C(=O)N12 (stereo not given),2%,.,11%,.,.,.,13%,.,i
Fc1cnc(Cl)nc1NC1CCCCC1,1%,-5,6%,5%,-3%,-8%,.,-19%,i
Cc1ccnc(NC(=O)COc2c(C)cc(C)cc2[N+](=O)[O-])c1,6%,-8,10%,-6%,?,?,5%,?,i
Cc1cccc(-c2noc(CN(C(=O)C(c3ccccc3)c3ccccc3)C(C)C)n2)c1,-8%,-16,-1%,1%,-9%,-3%,-16%,24%,i
C=CCNC(=O)c1onc(CSc2ccc(F)c(F)c2)c1C(=O)NCC=C,5%,-8,-3%,?,-3%,-20%,-7%,-16%,i
COc1ccccc1-n1c(SCC(N)=O)nnc1-c1ccc(S(=O)(=O)N2CCCCC2)cc1,0%,17,-3%,-10%,0%,8%,6%,-4%,i
Cc1nn(CC(=O)OCC(=O)c2ccccc2)c(C)c1[N+](=O)[O-],?,14,4%,1%,-2%,0%,2%,-12%,i
COc1ccc(C2CC(c3c(O)cc(C)oc3=O)=NCCS2)c(OC)c1 (stereo not given),0.29µM*,-8,-26%,1.1µM*,1.3µM*,1.3µM*,111%[activator],?,?
Cc1ccc(NC(=O)CCNS(=O)(=O)c2ccc3c(c2)CCC(=O)N3)cc1F,0%,-15,3%,6%,-3%,0%,-8%,15%,?
Cc1ccc(C)c(N2CCN(C(=O)c3ccc(NS(=O)(=O)c4c(C)noc4C)cc3)CC2)c1,-4%,26,5%,?,?,-28%,8%,2%,i
COc1ccc2cc(-c3ccccc3)c(=O)oc2c1,-4%,?,-26%,13%,-12%,-2%,13%,14%,i
COc1ccc(CNn2c(C)nc3ccccc3c2=O)cc1,1%,0,-7%,-1%,?,-27%,3%,-1%,i
COc1ccc(OCCC(=O)NCCN2CCOCC2)cc1,?,5,-5%,1%,-11%,-4%,22%,-1%,.
